A340 absorber = compound absorbs light at 340 nm; compound absorbance at 340 nm, fold over control; fold change at 10 µM; 65,000 tested, under 10 active; AID 708;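 active = at 10 µM dose, initial 340 nm absorbance at least 2 fold that of control wells; inactive = change under 2 fold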;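 note: initial absorbance extrapolated from kinetic A340 decline of NADH oxidation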
Fluor 339 460 = intrinsic fluorescence of library compounds, ex339/em460 – biochemical, MLSMR library, data from DPM-DC assay, artefact control, profiling panel | compound autofluorescence, ex339/em460 nm, NADH buffer; hits give high values; 1 = no-compound wells, NADH background | fluorescence fold increase at 10 µM | 65,000 tested, 5.5% active | AID 709;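 active = at 10 µM, mean starting fluorescence two-fold or more over control wells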;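 note: signal is the first read of a kinetic run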
HTR1E antagonist = antagonists of human 5-HT1E serotonin receptor; 65,000 tested, 0.99% active; CHO 5-HT1E Ga15 NFAT-bla reporter, FRET, antagonist; inhibition, % at 6 µM; P28566;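 active = inhibition above a set limit, the mean inhibition across every tested compound plus 3 SD, cut at about 29% in these data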;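 note: signal is the 460 over 535 nm emission ratio of beta-lactamase substrate; 0% = agonist plus DMSO wells and 100% = wells without agonist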
Target sequence (P28566 whole entry, looked up): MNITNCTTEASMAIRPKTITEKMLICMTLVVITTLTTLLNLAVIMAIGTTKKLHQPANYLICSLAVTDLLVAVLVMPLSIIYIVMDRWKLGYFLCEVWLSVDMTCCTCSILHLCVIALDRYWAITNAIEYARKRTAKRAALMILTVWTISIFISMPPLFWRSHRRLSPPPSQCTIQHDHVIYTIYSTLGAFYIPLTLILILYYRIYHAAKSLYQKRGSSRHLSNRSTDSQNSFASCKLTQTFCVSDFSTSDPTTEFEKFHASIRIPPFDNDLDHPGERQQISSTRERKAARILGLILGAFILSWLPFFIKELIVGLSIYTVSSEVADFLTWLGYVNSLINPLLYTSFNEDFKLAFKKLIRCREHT
HER2 expr 66K = inhibitors of human Her2 kinase expression; SKBR-3 HER2 protein level, AlphaScreen, 18-24 h; hits give low values; AID 645; 65,000 tested, 0.69% active; HER2 level % of control, % at 10 µM;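 active = HER2 level under 5% of the carrier-only control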;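 note: 100% = DMSO carrier and 0% = 500 nM PU-H71 HSP90 inhibitor; lower value means stronger loss of Her2 protein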
S1P1 ag pot = activates or potentiates agonism at human S1P1 receptor; 56,000 tested, 0.57% active; P21453; S1P1 CRE-bla cells, forskolin, beta-lactamase FRET, potentiator mode; S1P1 agonist co-added at EC20, 2 nM; 100% = saturating reference agonist, 0% = basal; activation, % at 9.5 µM;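 active = activation above a cutoff set at the mean activation of all tested compounds plus 3 SD, cut at about 54% in these data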;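 note: forskolin at 4 µM as EC80 and the EC20 agonist is SEW2871; 100% = SEW2871 at its EC100 plus forskolin at EC80; some compounds past the cut are filed as inactive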
5HT1E ag = 5-HT1E (human) receptor agonism. AID 574. 65,000 tested, 0.69% active. activation, % at 6 µM. CHO 5-HT1E Ga15 NFAT-bla reporter, FRET; 0% DMSO wells, 100% control agonist wells;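 active = activation above a set limit, the screen-wide mean activation plus 3 SD, cut at about 8.5% in these data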;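 note: 100% = positive control agonist at 1 µM giving full maximal response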
MMP13 inh = blocks human MMP13 activity; P45452; MMP-13 fTHP FRET cleavage, Mca fluorescence; inhibition, % at 4 µM; 65,000 tested, 0.07% active; AID 570;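 active = inhibition above the mean of compound-free control plate wells plus 3 SD, cut at about 14% in these data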;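 note: 0% = DMSO wells and 100% = wells with reference MMP-13 inhibitor after basal subtraction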
S1P3 agonist = agonists of human S1P3 receptor. Q99500. S1P3 NFAT-BLA reporter cells, agonism, FRET ratio; relative to 1 µM S1P, basal subtracted. activation, % at 4.5 µM. 60,000 tested, 0.1% active. AID 373;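 active = activation above the screen-wide mean plus 3 SD, cut at about 4.5% in these data, passing the limit was not always enough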; note: some compounds called inactive have numbers as strong as hits
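Benchmarks: high control 1 µM S1P / System: stable CHO line with human S1P3, Gα16, NFAT-BLA reporter / Dosing: single compound concentration, 4.5 µM final / Timing: 4 h compound at 37 °C, 2 h substrate at RT / Measured by: FRET β-lactamase substrate fluorescence, excitation 405 nm, 460/535 nm emission ratio, background-subtracted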
5HT1a antag = antagonists of human 5-HT1a serotonin receptor; CHO 5-HT1a Ga15 NFAT-bla reporter, antagonist mode; inhibition, % at 10 µM; 62,000 tested, 0.68% active; P08908;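 active = inhibition above the mean of all tested compounds plus 3 SD, cut at about 43% in these data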;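 note: receptor stimulated by 5-CT agonist at 100 nM near EC80; beta-lactamase reporter measured by ratiometric fluorescence of a cleavable substrate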
Target sequence (P08908 whole entry, looked up): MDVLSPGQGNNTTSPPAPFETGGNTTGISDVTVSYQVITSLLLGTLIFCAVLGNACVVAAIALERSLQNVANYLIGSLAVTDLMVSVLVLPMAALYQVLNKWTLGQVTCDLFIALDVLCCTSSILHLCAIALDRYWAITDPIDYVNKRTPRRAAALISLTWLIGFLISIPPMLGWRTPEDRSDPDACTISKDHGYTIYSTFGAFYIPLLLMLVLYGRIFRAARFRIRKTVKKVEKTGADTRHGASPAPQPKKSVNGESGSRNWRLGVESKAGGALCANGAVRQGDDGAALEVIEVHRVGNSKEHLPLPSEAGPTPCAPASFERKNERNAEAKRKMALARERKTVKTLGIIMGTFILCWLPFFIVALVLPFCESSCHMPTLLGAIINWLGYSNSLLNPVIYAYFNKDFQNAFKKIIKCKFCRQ
Active calls of the source: *; x = no result given; [ ] = another dose, or the depositor's remark. Outcome played no part in choosing rows; overall some 8.5% were active at least once.

SMILES | A340 absorber | Fluor 339 460 | HTR1E antagonist | HER2 expr 66K | S1P1 ag pot | 5HT1E ag | MMP13 inh | S1P3 agonist | 5HT1a antag
Cc1ccc2[nH]c(=O)c(CN(CCO)C(=O)NCc3ccccc3)cc2c1 | 1 | 1.5 | 10 | 103 | 13 | -0.6 | -6 | -0.6 | -1
CCCCCCSc1ncc(C#N)c(N)n1 | 1 | 1.1 | 21 | 112 | 3 | -0.6 | 3 | -0.8 | 10
COc1cc2c(cc1OC)-c1nnc(C)n1C(C)(C)C2 | 1 | 1.2 | -7 | 75 | -23 | -0.6 | 0 | -1.6 | -2
COC(=O)c1ccc(CSc2nc3scc(-c4cccs4)c3c(=O)[nH]2)o1 | 1.1 | 1.1 | -6 | 97 | 10 | 0.5 | 17* | 1.3 | -1
COc1ccc(C2=NO[C@@H]3C(=O)N(c4ccc5c(c4)OCCO5)C(=O)[C@H]23)cc1OC | 1 | 1.1 | -7 | 93 | -26 | 0.5 | 4 | -0.3 | -6
O=S(=O)(NCc1ccncc1)c1ccc(Br)s1 | 1.1 | 1.1 | 9 | 133 | 110* | 0.1 | 1 | -1.1 | 11
CC(C)CC(=O)Nc1cccc(-c2nc3ccccc3o2)c1 | 1 | 1.2 | -7 | 67 | 6 | 0.6 | -12 | -2.1 | -4
c1ccc(Nc2ncnc3c2oc2ccccc23)cc1 | 1.1 | 1.8 | 13 | 107 | x | -0.1 | 2 | -0.4 | 23
COc1ccccc1Nc1nnc(SCC(=O)N2CCCC2)s1 | 1.1 | 1 | 0 | 99 | -8 | -0.3 | 3 | -0.5 | -5
CC(=O)c1cnc(Nc2nc(C)c3ccccc3n2)nc1C | 1.1 | 1.1 | -7 | 60 | -4 | -0.1 | 1 | 1.6 | -13
Cc1nc(CNS(=O)(=O)c2ccc3c(c2)OCCO3)cs1 | 1 | 1 | 15 | 87 | -7 | 0.3 | 2 | -0.1 | -7
O=c1c2ccccc2nc2c3ccccc3ncn12 | 1.1 | 2.3* | -1 | x | x | -0.4 | -5 | x | 1
CC(C)NC(=O)Cn1cnc2c1c(=O)n(C)c(=O)n2C | 1.1 | 1.1 | 4 | 92 | 3 | -1.2 | -2 | 0.4 | 3
O=C(NCS(=O)(=O)c1ccccc1)c1ccccc1 | 1 | 1.1 | 3 | 91 | x | 0.4 | 4 | -0.6 | -6
CCOC(=O)c1sc2ccc(S(=O)(=O)N3CCCCC3)cc2c1N | 1.1 | 1.6 | 5 | 76 | x | -0.7 | -8 | x | -10
Cc1ccc(-n2c(C)nc3c(cnn3-c3ccc(F)cc3)c2=O)cc1 | 1 | 1.1 | 11 | 63 | 36 | -0.6 | 4 | -1.2 | -1
O=C(NCc1ccc2c(c1)OCO2)C1CCCN1C(=O)Nc1ccc(F)cc1 (configuration not stated) | 1 | 1.2 | -4 | 65 | -12 | -0.7 | -4 | 0.3 | -10
Cc1csc(NC(=O)c2sc3nc(-c4cccs4)ccc3c2N)n1 | 1.1 | 2.4* | 5 | 58 | x | 0.9 | -35 | -1.0 | 13
CN1CC2CCCC3(C1)C(=O)NC1(CCCCC1)N=C23 (configuration not stated) | 1 | 1.1 | 2 | 99 | -7 | -2.4 | 5 | 0.0 | 10
Cc1ccc2nc3ccc(N4CCN(C)CC4)nn3c(=O)c2c1 | 1.1 | 2.3* | -4 | 85 | -26 | -0.1 | -37 | 0.6 | 2
COC(=O)C1=C(C)N(c2ccc(OC)c(OC)c2)C(=O)C1 | 1 | 1.1 | 7 | 94 | -4 | -0.7 | 11 | -0.8 | 13
CC(CCO)Nc1nc2c(c(=O)n(C)c(=O)n2C)n1Cc1cccc(Br)c1 (configuration not stated) | 1 | 1.1 | 2 | 98 | x | -1.1 | 5 | -1.7 | 4
COc1ccc2c(c1)c(CC(=O)O)c(C)n2C(=O)c1ccc(Cl)cc1 | 0.99 | 1 | 12 | 118 | 0 | -0.1 | -14 | -2.6 | x
Cc1ccc(SC(C)C(=O)N2CCCC2)cc1 (configuration not stated) | 1.1 | 1.1 | 0 | 79 | x | -0.4 | 2 | -0.4 | 10
O=C(NCc1ccccn1)C(F)(F)C(F)(F)C(=O)NCc1ccccn1 | 1.1 | 1.1 | -5 | 92 | x | 0.4 | -5 | 0.2 | -11
CCOc1ccccc1C1C(C(=O)OC)=CN(C)C=C1C(=O)OC | 0.99 | 4.8* | 6 | 94 | -46 | 7.1 | -270[fluorescence artefact?] | 1.9 | -22
CCOC(=O)/C=c1\s/c(=C\c2ccccc2OC)c(=O)n1CC(=O)N1CCOCC1 | 1.1 | 1.1 | 8 | 86 | -2 | -0.9 | 6 | 0.1 | -2
COc1ccc(-c2nnc(-c3cccs3)o2)cc1OC | 1 | 2.5* | -3 | 112 | -19 | 1.9 | -78[fluorescence artefact?] | 0.1 | -11
CCCCN(Cc1ccccc1)c1ncnc2nc[nH]c12 | 1 | 1.1 | -14 | 106 | 33 | 0.3 | 9 | 2.3 | 1
Cc1ccc2[nH]c3c(N4CCN(Cc5ccccc5)CC4)ncnc3c2c1 | 1.1 | 1.8 | 21 | 73 | 33 | -0.4 | -45 | -1.9 | x
O=C(Nc1cccc(Oc2c(F)c(F)c(F)c(F)c2F)c1)N1C[C@@H]2C[C@@H](C1)c1cccc(=O)n1C2 | 1 | 1.1 | -6 | 93 | 3 | -0.3 | 1 | -0.2 | 0
Cc1cccc(C)c1NC(=O)CCCSc1nnc(-c2ccco2)n1-c1ccccc1 | 1 | 1.1 | 5 | 96 | -23 | 0.7 | -2 | 1.8 | 28
Cc1ccc2c(c1)NC(=O)C(CC(=O)NCCN(CC(C)C)CC(C)C)O2 (configuration not stated) | 0.99 | 1 | -5 | 78 | -8 | 1.9 | 3 | -0.7 | 5
COc1cc(C)c(S(=O)(=O)n2ccc(C)n2)cc1C | 1 | 1.1 | 2 | 100 | x | 0.1 | 0 | x | 3
O=C(Nc1ccccn1)C1CCN(S(=O)(=O)c2cccc3nonc23)CC1 | 1 | 1 | 6 | 94 | x | 0.8 | -3 | x | -8
COCCn1c(SCC(=O)Nc2cc(C)cc(C)c2)nnc1C(C)C | 1 | 1 | -8 | 109 | -4 | -0.2 | -1 | 0.0 | 5
Cc1cc(C)nc(-n2c(Nc3ccccc3)cc(=O)c3c(C)n(-c4ccccc4)c(=O)nc32)n1 | 1.1 | 1.1 | 2 | 95 | -26 | 0.2 | -3 | 0.9 | -6
CCOC(=O)C1=C(C)NC(=O)NC1c1ccc(C)o1 (configuration not stated) | 1 | 1.1 | 14 | 103 | -2 | 1.4 | 2 | -1.2 | 14
Cc1ccc(C2CC(=O)c3cnc(NC(=O)c4ccco4)nc3C2)cc1 (configuration not stated) | 1 | 1.1 | -8 | 175 | 2 | 1.1 | 2 | 0.3 | -6
CCOCCCNC(=O)c1cc(C)nn1-c1ccccc1 | 1.1 | 1.1 | -9 | 92 | -9 | -0.2 | 11 | -0.7 | -2

Filtered by structure: the compounds so far with a furan ring, fused or not.
SMILES | A340 absorber | Fluor 339 460 | HTR1E antagonist | HER2 expr 66K | S1P1 ag pot | 5HT1E ag | MMP13 inh | S1P3 agonist | 5HT1a antag
COC(=O)c1ccc(CSc2nc3scc(-c4cccs4)c3c(=O)[nH]2)o1 | 1.1 | 1.1 | -6 | 97 | 10 | 0.5 | 17* | 1.3 | -1
c1ccc(Nc2ncnc3c2oc2ccccc23)cc1 | 1.1 | 1.8 | 13 | 107 | x | -0.1 | 2 | -0.4 | 23
Cc1cccc(C)c1NC(=O)CCCSc1nnc(-c2ccco2)n1-c1ccccc1 | 1 | 1.1 | 5 | 96 | -23 | 0.7 | -2 | 1.8 | 28
CCOC(=O)C1=C(C)NC(=O)NC1c1ccc(C)o1 (configuration not stated) | 1 | 1.1 | 14 | 103 | -2 | 1.4 | 2 | -1.2 | 14
Cc1ccc(C2CC(=O)c3cnc(NC(=O)c4ccco4)nc3C2)cc1 (configuration not stated) | 1 | 1.1 | -8 | 175 | 2 | 1.1 | 2 | 0.3 | -6

Laid out differently: 2 of the compounds above.
Structure,A340 absorber,Fluor 339 460,HTR1E antagonist,HER2 expr 66K,S1P1 ag pot,5HT1E ag,MMP13 inh,S1P3 agonist,5HT1a antag
COc1cc(C)c(S(=O)(=O)n2ccc(C)n2)cc1C,1,1.1,2,100,x,0.1,0,x,3
O=C(Nc1ccccn1)C1CCN(S(=O)(=O)c2cccc3nonc23)CC1,1,1,6,94,x,0.8,-3,x,-8

(continued)
SMILES | A340 absorber | Fluor 339 460 | HTR1E antagonist | HER2 expr 66K | S1P1 ag pot | 5HT1E ag | MMP13 inh | S1P3 agonist | 5HT1a antag
Cc1nonc1NC(=O)OCCN1CCOC1=O | 1 | 1.1 | 8 | 77 | 12 | -0.1 | 5 | -0.6 | 3
O=c1oc2c3c4c(cc2cc1-c1nc2ccccc2[nH]1)CCCN4CCC3 | 0.9 | 2.1* | 4 | 85 | 3 | -0.4 | -50 | -0.6 | -10
COc1ccc(OC)c(NC(=O)c2cc(-c3cc(Cl)ccc3O)n[nH]2)c1 | 0.98 | 1.3 | 23 | 58 | 18 | -0.1 | 2 | -1.7 | 30
COC(=O)CCC(=O)Nc1ccc(NC(=O)CCC(=O)OC)cc1 | 1 | 1.1 | -3 | 93 | -9 | 0.3 | 2 | -1.4 | -6
Clc1ccccc1-c1nnc2sc(-c3ccc4c(c3)OCO4)nn12 | 1 | 2.6* | -1 | 89 | x | 0.3 | -32 | 0.5 | 14
O=C(Nc1ccn(Cc2ccc(Cl)cc2)n1)c1ccc2c(c1)OCO2 | 1 | 1.1 | 0 | 110 | 31 | -0.3 | 1 | -0.4 | 12
CCC(C)NS(=O)(=O)c1ccc(NS(C)(=O)=O)cc1 (configuration not stated) | 1 | 1 | -3 | 81 | -2 | -0.4 | 2 | 0.5 | -2
COC(=O)c1cc2c(=O)n3ccccc3nc2n(C(C)C)c1=N | 1 | 3.9* | 0 | 81 | -70 | 4.2 | -393[fluorescence artefact?] | 1.1 | -10
Cc1ccc(-c2nc3cc(C)ccc3o2)cc1 | 1.1 | 0.87 | -13 | 80 | -48 | -0.2 | -13 | -0.2 | -5
O=S1(=O)NC(=NCc2ccccc2)c2ccccc21 | 1.1 | 1.1 | -1 | 109 | 6 | -0.5 | -13 | -0.2 | -1
CC1(C)NC(=O)N(CC(O)Cn2nnc3ccccc32)C1=O (configuration not stated) | 1 | 1.1 | -1 | 77 | 1 | -1.3 | 6 | -2.5 | x
O=C(c1ccco1)N1CCN(C(c2ccc(F)cc2)c2nnnn2Cc2cccs2)CC1 (configuration not stated) | 0.99 | 1.1 | 0 | 101 | -2 | -0.6 | 0 | 0.8 | 4
CC(C)c1ccc(NC(=O)C2CCCN(S(=O)(=O)c3cnc[nH]3)C2)cc1 (configuration not stated) | 1 | 1.1 | -5 | 103 | -14 | 1.1 | 6 | -0.5 | -14
COC(=O)c1[nH]c2cccc(Cl)c2c1NC(=O)CN(C)C1CCCCC1 | 1 | 1.1 | 10 | 87 | 7 | -0.3 | 0 | -0.4 | 19
CC1CCCCN1C(=O)CSc1nnc(-c2c[nH]c3ccccc23)o1 (configuration not stated) | 1 | 1.1 | -3 | 55 | 48 | 23* | 9 | -0.4 | -14
